Source: PubChem BioAssay (National Center for Advancing Translational Sciences (NCATS))
Apoferritin bind: candidate novel general anesthetic via apoferritin binding | apoferritin/1-aminoanthracene competitive binding, fluorescence | Potency, µM (series often up to 77.5 µM), for inactives: at the top dose activity change, negative = displacement, most hits filed as inhibitors | P02791 | 350,000 compounds, 0.074% hits; also: % is scaled to controls: 0 for no effect and ±100 for the full control effect; nearly all actives have a fitted effect of over 20% in size
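Probe: 1-aminoanthracene (50% saturated, PBS). Protein: horse-spleen apoferritin, 10 uM. Incubation: 10 min, room temperature. Detection: 380 nm excitation, 535 nm emission. Analysis: normalized response, four-parameter Hill.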
POLB inh: blocks human DNA polymerase beta activity | P06746 | Pol beta primer extension/strand displacement, fluorescence kinetic | Potency, µM (titrated, usually from 114 µM), for the others: top-dose activity change, negative = inhibition, most hits filed as inhibitors | 340,000 compounds, 1.3% hits; also: % is scaled to controls: 0 for no effect and ±100 for the full control effect
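Pol beta (10 nM) was preincubated with compound for 15 min at room temperature. The reaction was then started with 50 nM substrate and read immediately and after a further 10 min at room temperature.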
BAZ2B inh: BAZ2B (human) inhibition | AlphaScreen BAZ2B-H3K14Ac peptide displacement | Q9UIF8 | Potency, µM (doses to about 114 µM), for the others: at the highest dose activity change, negative = inhibition, usual class: inhibitors | AID 504333 | 360,000 compounds, 4.4% hits; also: % is scaled to controls: 0 for no effect and ±100 for the full control effect; nearly all actives have a fitted effect of over 60% in size
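Protein-peptide AlphaScreen: BAZ2B 50 nM, b-H3K14Ac 50 nM, 1x PBS pH 7.4 + 0.01% Tween-20. Preincubation 30 min RT; cpd 30 min RT (top 110 uM); beads 20 min RT, light-protected.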
POLK inh: blocks human DNA polymerase kappa activity; purified Pol kappa, fluorescent DNA synthesis assay, 10 min; Potency, µM (highest dose often 107 µM), without a hit: at the top dose activity, negative = inhibition, actives largely listed as inhibitors; 400,000 compounds, 0.53% hits; AID 588579; also: % is scaled to controls: 0 for no effect and ±100 for the full control effect
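10 nM Pol kappa was preincubated with compounds for 15 min at room temperature. Reaction started with 50 nM (final) substrate. Fluorescence read kinetically at 0 and 10 min.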
G9a block: blocks human histone lysine methyltransferase G9a; 350,000 compounds, 8.8% hits; Potency, µM (doses to about 102 µM), without a hit: at the highest dose activity, negative = inhibition, hits mostly inhibitors; G9a H3K9 monomethylation, AlphaScreen, 2 h; also: % is scaled to controls: 0 for no effect and ±100 for the full control effect; nearly all actives have a fitted effect of over 75% in size
Target sequence (Q96KQ7 913-1193 limits assumed): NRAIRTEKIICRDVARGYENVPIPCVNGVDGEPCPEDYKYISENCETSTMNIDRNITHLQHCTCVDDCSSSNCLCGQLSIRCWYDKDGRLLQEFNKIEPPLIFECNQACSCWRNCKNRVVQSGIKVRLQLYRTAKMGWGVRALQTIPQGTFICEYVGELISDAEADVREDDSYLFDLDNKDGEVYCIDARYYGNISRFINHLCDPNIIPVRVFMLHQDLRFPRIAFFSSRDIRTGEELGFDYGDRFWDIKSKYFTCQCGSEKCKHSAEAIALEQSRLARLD
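Enzyme 20 nM + cpd, 15 min RT; add b-H3K9 pep 500 nM / SAM 20 uM; 2 h RT; anti-H3K9me1 Ab 0.5 ug/mL + SA donor / anti-rabbit acceptor beads 20 ug/mL each, 10 min; AlphaScreen read.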
APE1 inh: APE1 (human) endonuclease inhibition. P27695. recombinant APE1, TAMRA/BHQ-2 abasic DNA cleavage fluorescence. Potency, µM (series often up to 65.8 µM), for inactives: at the highest dose activity change, negative = inhibition, usual class: inhibitors. 350,000 compounds, 0.35% hits;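 also: plate controls were vehicle for no effect and reference inhibitor for full effect; nearly all actives have a fitted effect of over 55% in size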
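Enzyme (0.75 nM final) and test compound are incubated 15 min at room temperature before adding 50 nM quenched THF abasic-site duplex. Cleavage dequenches TAMRA, followed at 525/598 nm over three reads one minute apart.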
BLM inh: blocks DNA unwinding by human BLM helicase; Potency, µM (top dose mostly 56.1 µM), for inactives: at the highest dose activity change, negative = inhibition, actives largely listed as inhibitors; recombinant BLM DNA unwinding, fluorescence dequenching; AID 2528; 350,000 compounds, 0.2% hits; P54132;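 also: plate controls were vehicle for no effect and no enzyme for full effect; nearly all actives have a fitted effect of over 35% in size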
Pol iota inh: blocks human DNA polymerase iota activity. Q9UNA4. Pol iota fluorescent replication assay, 10 min. Potency, µM (series often up to 115 µM), inactives show at the highest dose activity, negative = inhibition, usual class: inhibitors. 390,000 compounds, 1% hits. AID 588590
Target sequence (Q9UNA4 whole entry, looked up): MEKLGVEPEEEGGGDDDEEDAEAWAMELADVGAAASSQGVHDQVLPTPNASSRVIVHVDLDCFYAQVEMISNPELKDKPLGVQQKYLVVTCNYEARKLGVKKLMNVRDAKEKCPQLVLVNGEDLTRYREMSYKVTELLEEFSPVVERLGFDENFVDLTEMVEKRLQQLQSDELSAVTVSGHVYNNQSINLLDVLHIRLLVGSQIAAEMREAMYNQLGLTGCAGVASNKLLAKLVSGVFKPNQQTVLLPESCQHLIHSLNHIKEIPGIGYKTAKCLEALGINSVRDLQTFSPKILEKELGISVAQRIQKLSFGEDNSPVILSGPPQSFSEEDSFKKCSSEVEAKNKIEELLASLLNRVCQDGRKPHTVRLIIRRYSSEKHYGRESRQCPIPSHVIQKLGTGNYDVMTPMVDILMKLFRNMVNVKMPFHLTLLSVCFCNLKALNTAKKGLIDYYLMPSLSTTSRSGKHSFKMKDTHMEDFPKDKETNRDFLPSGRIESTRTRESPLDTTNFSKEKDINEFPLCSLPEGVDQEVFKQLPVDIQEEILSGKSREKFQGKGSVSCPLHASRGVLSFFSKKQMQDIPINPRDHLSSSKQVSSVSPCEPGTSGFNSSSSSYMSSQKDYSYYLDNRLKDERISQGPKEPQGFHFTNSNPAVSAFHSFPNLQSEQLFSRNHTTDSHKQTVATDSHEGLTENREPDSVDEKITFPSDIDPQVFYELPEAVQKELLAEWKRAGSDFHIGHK
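Fluorescent replication assay read twice, at 0 min and 10 min after adding 50 nM (final) substrate. Enzyme (10 nM) and compounds were first incubated 15 min at room temperature; enzyme-free buffer wells were negative controls.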
POLH inh: DNA polymerase eta (human) inhibition | recombinant Pol eta, fluorescent DNA replication assay | Potency, µM (doses to about 114 µM), without a hit: at the top dose activity change, negative = inhibition, most hits filed as inhibitors | Q9Y253 | 390,000 compounds, 1.2% hits; also: % is scaled to controls: 0 for no effect and ±100 for the full control effect
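Fluorescent replication assay: 50 nM final substrate added after a 15 min room-temperature compound preincubation with 10 nM enzyme. Signal taken at 0 min and again at 10 min.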
An asterisk follows results filed as active; ? = inconclusive; · = no result given; & = joins results of further samples; [ ] = dose if it differs, or a comment. Calls follow the shape of the dose curve; as a rule, active = well fitted curve in the direction sought with a large enough effect; inconclusive = small, poorly fitted or top-dose-only effect, or another doubt; inactive = no such curve, though single readings can be large; an effect the other way counts as inactive or inconclusive. Potency is read from the fitted curve at half-maximal effect. Not all compounds are listed (hit frequency here may not be typical).

structure	Apoferritin bind	POLB inh	BAZ2B inh	POLK inh	G9a block	APE1 inh	BLM inh	Pol iota inh	POLH inh
C/C(=N\NC(=O)c1cccnc1)c1ccccc1	31%[activator]	5%	-21%	-8%	29%	33%	-2%	113%[activator]	-20%
Cc1ccc(Cl)cc1N1CCN(Cc2nnc(-c3ccc4c(c3)OCO4)o2)CC1	-7%	17%	-12%	7%	7%[59 µM]	·	-12%	18%	-14%
O=C(c1ccccc1F)N1CCCc2ccccc21	?	6%	-10%	?	·	0%	-3%	62%[activator]	-15%
CC1(C)CC(=O)C=C(C(=O)N2CCCC(C(=O)c3cccc(Cl)c3)C2)O1 (centres undefined)	-13%	-12%	-37%	-15%	-34%	1%	-5%	52%[activator]	-11%
Cc1ccc(C(CC(=O)Nc2cc(C)cc(C)c2)N2Cc3ccccc3C2=O)cc1 (centres undefined)	-4%	23%	-39%	-12%	?	·	-7%	-5%	-11%
CCOc1ccc2nc(SCCNS(=O)(=O)c3ccccc3)sc2c1	0%	25%	-9%	-5%	5%[59 µM]	-2%	-3%	66%[activator]	-18%
CCOC(=O)C1=C(C)N(C)C(C)=C(C(=O)OCC)C1c1cccnc1	-9%	5%	43%[activator]	-16%	36%[59 µM]	-4%	-7%	-5%	?
COc1ccc(S(=O)(=O)N(C)C)cc1NC(=O)Cc1c[nH]c2ccccc12	-4%	-1%	-27%	-19%	?	-2%	-3%	-1%	-5%
Cc1nn(-c2ccc(F)cc2)c(Cl)c1/C=C/C(=O)OCC(=O)Nc1c(F)c(F)c(F)c(F)c1F	7%	-12%	0%	0%	12%	-7%	1%	38%[activator]	-1%
COc1ccc(OC)c(C2=NO[C@@H]3C(=O)N(c4cc(Cl)ccc4OC)C(=O)[C@H]23)c1	5%	3%	7%	-9%	?	-5%	-4%	24%	11%
O=C(Nc1nnc(C2CC2)s1)C1Cc2ccccc2CN1S(=O)(=O)c1cccs1 (centres undefined)	-5%	11µM*	-4%	?	-6%[59 µM]	2%	-24%	-73%	7.1µM*
O=C(CCNS(=O)(=O)c1ccc(Br)cc1)NC1CCN(Cc2ccccc2)CC1	-11%	14%	-3%	-9%	·	3%	0%	18%	0%
O=C(COc1ccccc1F)Nc1ccc(OCc2cc(=O)n3ccccc3n2)cc1	-9%	8%	-5%	-15%[60.1 µM]	-2%[59 µM]	·	-4%	-9%	?
Cc1ccccc1S(=O)(=O)c1cc2ccccc2nc1N	1%	2%	11%	6%	24%	4%	-7%	99%[activator]	-23%
CCCC(=O)Nc1ccc(NC(=O)C2CC2)cn1	4%	0%	-2%	-11%	24%[59 µM]	25%	-1%	27%	-8%
COc1cc(Cl)c(C)cc1NC(=O)Cn1ncc2c([nH]c3ccccc32)c1=O	-1%	-2%	-11%	-11%	-6%[59 µM]	·	-1%	0%	-10%
COCCNC(=O)C(C)N(c1ccc(Oc2ccccc2)cc1)S(C)(=O)=O (centres undefined)	-5%	4%	-5%	-14%	13%[59 µM]	-2%	-1%	2%	3%
COc1ccc(C2C=C(c3ccc(Br)cc3)Nc3nc(N4C(=O)CCC4=O)nn32)cc1 (centres undefined)	570%[activator]	9%	?	-6%	35µM*	15%	-1%	-15%	-14%
CCCSc1ccc([C@@H]2[C@H]3C(=O)N(CC)C(=O)[C@H]3[C@]3(C(=O)OC)CCCCN23)cc1	·	·	-3%	-4%	26%[2.33 µM]	-20%	·	?	-19%
O=C(NNC(=S)Nc1ccc(Cl)c(Cl)c1)c1cccc([N+](=O)[O-])c1	0%	-10%	?	1%	35µM*	-4%	-7%	41%[activator]	-18%
Cn1nc(C(=O)NCc2ccccc2)c2c1-c1ccccc1SC2	?	-19%	1%	15%	-44%[59 µM]	·	-2%	40%[activator]	-23%
CCOC(=O)c1sc(NC(=O)c2ccc(OC)cc2)nc1C	-6%	-2%	-4%	-9%	-3%[12.7 µM]	-9%	-1%	42%[activator]	-3%
O=C(Nc1ccc(O)cc1)C1CC=CCC1 (centres undefined)	?	1%	-2%	-18%	8%[59 µM]	-2%	2%	?	-12%
Cc1nn(CC(=O)O)c(C)c1C	-16%	3%	-8%	-5%	?	27%	-2%	-13%	-10%

G9a block: entries above that show a hit.
| SMILES | POLB inh | BAZ2B inh | POLK inh | G9a block | APE1 inh | BLM inh | Pol iota inh | POLH inh |
| --- | --- | --- | --- | --- | --- | --- | --- | --- |
| COc1ccc(C2C=C(c3ccc(Br)cc3)Nc3nc(N4C(=O)CCC4=O)nn32)cc1 (centres undefined) | 9% | ? | -6% | 35µM* | 15% | -1% | -15% | -14% |
| O=C(NNC(=S)Nc1ccc(Cl)c(Cl)c1)c1cccc([N+](=O)[O-])c1 | -10% | ? | 1% | 35µM* | -4% | -7% | 41%[activator] | -18% |

(listing goes on)
structure	Apoferritin bind	POLB inh	BAZ2B inh	POLK inh	G9a block	APE1 inh	BLM inh	Pol iota inh	POLH inh
Cc1cccc(C)c1NC(=O)c1cc2c(=O)c3ccccc3oc2nc1C(F)(F)F	-11%	-10%	-3%	4%	·	1%	1%	12%	-4%
CCOC(=O)c1cccc(NC(=O)c2ccc(N(C)C)cc2)c1	-12%	4%	?	-6%	-3%[59 µM]	10%	-3%	-1%	-16%
O=C(O)c1cc2cc(OCc3ccccc3)ccc2[nH]1	-21%	17%	-27%	-6%	10%[12.7 µM]	2%	0%	10%	-3%
COCc1nnc(SCC(=O)Nc2cccc(Cl)c2C)n1-c1ccccc1	-11%	-31%	16%	-10%	19%[59 µM]	1%	0%	-2%	-5%
Cc1sc(NC(=O)c2ccccc2)c(C(c2ccc(Cl)cc2)N2CCN(CCO)CC2)c1C (centres undefined)	85%[activator]	-9%	?	-22%	?	-7%	-10%	-3%	-29%
CCC(NC(=O)c1ccc(C#CC2(O)CCCCC2)cc1)C(=O)O (centres undefined)	-1%	-1%	-37%	-12%	·	5%	5%	43%[activator]	10%
Cc1cc(C(=O)N2CCN(c3ncccn3)CC2)cs1	-12%	12%	11%	8%	-7%[12.7 µM]	11%	-1%	17%	-15%
CC(=O)Nc1ccc(S(=O)(=O)N2CCn3cccc3C2C)cc1 (centres undefined)	·	·	2%	-10%	-104%[12.7 µM]	2%	·	21%	-3%
C=CCn1nc(-c2ccccc2)c2c(C)onc2c1=O	-10%	17%	-8%	-15%	-7%	10%	-2%	13%	-13%
CC1CCN(c2nc3c(c(=O)n(C)c(=O)n3C)n2Cc2ccccc2)CC1	-12%	1%	-19%	-7%	?	0%	-2%	-14%	-16%
CC(CC(=O)Nc1ccc(-c2ccno2)cc1)n1cccn1 (centres undefined)	1%	8%	5%	-24%	-1%	28%	-1%	-22%	-7%
Nc1nc2c(nc(SCc3ccccc3Br)n2[C@@H]2O[C@H](CO)[C@@H](O)[C@H]2O)c(=O)[nH]1	-17%	?	-14%	-4%	-3%	6%	-5%	-15%	-8%
O=C(CCN1C(=O)C2CCCCC2C1=O)N1CCN(S(=O)(=O)c2cccc(F)c2)CC1 (centres undefined)	·	·	?	-7%	5%[0.501 µM]	26%	·	12%	-29%
COC(=O)C1=C(C)N(Cc2ccccc2)C(=S)N[C@H]1c1cccc(C(F)(F)F)c1	-23%	15%	-13%	-17%	·	3%&-10%	-13%	5%	-18%
COc1ccc(Cl)cc1C(=O)NCCS(=O)(=O)N1CCN(c2ccccc2OC)CC1	-2%	-12%	-8%	-9%[60.1 µM]	-23%[59 µM]	·	-1%	13%	-11%
CCOc1ccccc1NC(=O)CSC1=Nc2ccccc2C2=NC(CC(=O)NC3CCCCC3)C(=O)N12 (centres undefined)	?	-1%	-32%	-3%	-23%[59 µM]	·	5%	9%	-9%
COc1ccc(S(=O)(=O)NCC2(N3CCOCC3)CCCCC2)cc1OC	·	·	6%	5%	-7%	53%[activator]	·	22%	-19%
COc1ccc(CNCCC2(Cc3ccccc3)CC(C)N(C)CC2C)cc1OC (centres undefined)	-9%	67%[activator]	3%	-5%	7%[0.501 µM]	13%	-1%	40%	-23%
CCn1cc([N+](=O)[O-])c(C(=O)Nc2ccc3c(c2)OCCO3)n1	-19%	-4%	2%	-5%	-6%[59 µM]	-1%	0%	30%	-11%
O=C(NCCc1ccccc1)C(=O)NCC1OCCN1S(=O)(=O)c1ccc2c(c1)OCCO2 (centres undefined)	-19%	15%	-8%	0%	·	1%	-4%	75%[activator]	-20%
C=CCSc1nnc(-c2cc3c(-c4ccccc4)nn(C)c3s2)n1C	-13%	33%[activator]	-12%	-16%	0%[59 µM]	-2%	1%	-3%	-2%
CC(=O)Nc1ccc(S(=O)(=O)N2CCN(C(=O)c3ncoc3-c3ccc(F)cc3)CC2)cc1	-6%	56%	3%	-7%	9%	-14%	1%	-5%	0%
Cc1onc(-c2c(Cl)cccc2Cl)c1C(=O)NCCCN1CCOCC1	-7%	1%	7%	2%	-5%[59 µM]	3%	-2%	24%	-1%
Cc1ccc(C(=O)Nc2ccc(S(=O)(=O)N3CCc4ccccc43)cc2)o1	-12%	17%	-29%	-18%	-32%[59 µM]	0%	-5%	0%	-13%
Cc1ccn2c(=O)nc(SCC(=O)N3CCCC3)nc2c1	·	·	0%	-5%	-13%	41%	·	8%	4%
CCOc1cccc(C2c3c(oc4ccc(F)cc4c3=O)C(=O)N2CCOC)c1 (centres undefined)	-5%	42%	-14%	-23%	-25%[59 µM]	·	-2%	-17%	6%
CC1=NN(c2ccccc2)C(=O)/C1=C\C=C1/N(C)c2ccccc2C1(C)C	-8%	16%	10µM*	-9%	11µM*	-3%	-6%	-19%	-11%
Cn1ncc(C#N)c1NC(=O)C1CC(c2ccccc2Cl)=NO1 (centres undefined)	4%	3%	-17%	9%	·	-7%	1%	4%	9%
COc1ccc(C(O)Cn2c(=N)n(CCCN(C)C)c3ccccc32)cc1 (centres undefined)	-1%	0%	-3%	-15%	3%[12.7 µM]	-2%	3%	8%	-5%
